Shiga toxin inh: inhibitors of Shiga toxin in Vero cells. Vero cells, Shiga toxin protein synthesis inhibition reporter. inhibition, % at 38.7 µM. 290,000 tested, 9.2% active. AID 2315; in the data active = inhibition mostly above about 28%, no sharp cut-off; inactive = mostly below about 43%; also: 0% is about no effect
AmpC inh no detg: AmpC beta-lactamase inhibition without detergent. Potency, µM (highest dose often 57.1 µM), inactives show top-dose activity change, negative = inhibition, usual class: inhibitors. AID 485341. AmpC nitrocefin hydrolysis, absorbance 480 nm, 0.0001% Triton. 330,000 tested, 0.52% active;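 also: potency is read from the fitted curve at half-maximal effect; plate controls were no compound for no effect and no enzyme for full effect; nearly all actives have a fitted effect of over 20% in size; some results filed as inactive show a strong effect at the top dose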
Target sequence (P00811 whole entry, looked up): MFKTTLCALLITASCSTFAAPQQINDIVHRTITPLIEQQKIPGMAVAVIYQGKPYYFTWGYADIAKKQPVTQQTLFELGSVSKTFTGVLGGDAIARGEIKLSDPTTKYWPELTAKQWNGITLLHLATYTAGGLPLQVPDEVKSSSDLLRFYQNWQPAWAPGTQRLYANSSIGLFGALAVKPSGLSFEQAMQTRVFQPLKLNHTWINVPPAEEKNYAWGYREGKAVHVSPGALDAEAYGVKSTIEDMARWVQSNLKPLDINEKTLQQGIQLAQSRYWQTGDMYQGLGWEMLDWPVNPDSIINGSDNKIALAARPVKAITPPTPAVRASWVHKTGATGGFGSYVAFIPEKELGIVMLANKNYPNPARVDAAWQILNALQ
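AmpC (5.3 nM in the dispensed reagent) in 20 mM phosphate pH 7.0 with 0.01% (detergent screen) or 0.0001% Triton X-100 was preincubated with compounds for 15 min at room temperature. Nitrocefin was then added from an 800 uM solution, and hydrolysis was followed at 480 nm.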
CHX counter: counter-screen hit for Shiga toxin inhibitors, cycloheximide; AID 2314; 300,000 tested, 12% active; cell reporter, cycloheximide protein synthesis inhibition counterscreen; max response, %; in the data active = max response mostly above about 13%, no sharp cut-off; inactive = mostly below about 14%; also: read at 38.3 µM for the half of the compounds with a filed dose; 0% is about no effect
AMA1 RON2 block: disrupts binding of P. falciparum AMA1 to RON2; AlphaScreen AMA1-biotinylated RON2 peptide binding; Potency, µM (titrated, usually from 58.2 µM), for the others: top-dose activity change, negative = inhibition, usual class: inhibitors; 360,000 tested, 0.2% active;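 also: potency is read from the fitted curve at half-maximal effect; 0% = vehicle wells and -100% = peptide control; nearly all actives have a fitted effect of over 45% in size; some results filed as inactive show a strong effect at the top dose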
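AMA1 (3D7) with his tag at 25 nM final met compounds first, then biotinylated RON2 peptide at 25 nM; detection used donor plus acceptor beads, 10 µg/mL apiece, read by AlphaScreen after 30 min at room temperature.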
HCMV inh: blocks human cytomegalovirus replication | activity change, negative = inhibition, % at 57.5 µM | HFF cells, HCMV-luciferase reporter, 72 h; active compounds read low | 410,000 tested, 4.5% active; in the data active = activity change below about -60%; inconclusive = no clear call, values can overlap the other calls; inactive = above about -39%; also: % is scaled to controls: 0 for no effect and ±100 for the full control effect
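Screen run at 2 compound doses on HFFs infected with reporter HCMV, MOI 1 PFU/cell. Luciferase activity from cell lysates at 72 h post infection gave inhibition relative to buffer-only and Salinomycin wells.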
Giardia FBPA inh: inhibitors of Giardia lamblia fructose-1,6-bisphosphate aldolase; Potency, µM (top dose mostly 59.6 µM), for inactives: at the top dose activity, negative = inhibition, actives largely listed as inhibitors; AID 2451; purified Giardia FBPA; 290,000 tested, 0.71% active; also: potency is read from the fitted curve at half-maximal effect; % is scaled to controls: 0 for no effect and ±100 for the full control effect; nearly all actives have a fitted effect of over 55% in size
Target sequence (A8B2U2 whole entry, looked up): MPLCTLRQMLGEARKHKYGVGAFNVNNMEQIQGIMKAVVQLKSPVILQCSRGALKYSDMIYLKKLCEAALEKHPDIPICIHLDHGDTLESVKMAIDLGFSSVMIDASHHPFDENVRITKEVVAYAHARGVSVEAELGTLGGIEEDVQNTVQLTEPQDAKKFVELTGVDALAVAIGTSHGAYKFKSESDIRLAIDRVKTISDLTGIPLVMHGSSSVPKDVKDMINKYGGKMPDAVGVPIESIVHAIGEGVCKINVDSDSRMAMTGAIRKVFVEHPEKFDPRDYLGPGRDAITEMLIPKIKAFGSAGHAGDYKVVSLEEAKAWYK
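Giardia FBPA (40 nM reagent) was preincubated 10 min at RT with compound (up to 57.5 uM final), then substrate plus GAPDH/TPI/NAD/arsenate coupling system with diaphorase/resazurin was added; resorufin fluorescence (525/598 nm) was read after 20 min.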
AmpC inh detg: blocks E. coli AmpC beta-lactamase in detergent assay; P00811; AmpC hydrolysis of nitrocefin, absorbance 480 nm, 0.01% Triton; Potency, µM (top dose mostly 114 µM), without a hit: at the top dose activity change, negative = inhibition, most hits filed as inhibitors; 370,000 tested, 0.041% active; AID 485294;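 also: potency is read from the fitted curve at half-maximal effect; 0% = no-compound wells and -100% = no-enzyme wells; nearly all actives have a fitted effect of over 25% in size; some results filed as inactive show a strong effect at the top dose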
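20 mM phosphate pH 7.0 + 0.01% (detergent screen) or 0.0001% Triton X-100; 5.3 nM AmpC reagent; cpd preinc 15 min RT; nitrocefin (800 uM stock) to start; A480 q20 s × 4 min; Activity was normalised to no-enzyme and no-compound control wells.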
Active calls of the source: *; [ ] = dose if it differs, or a comment. Unless noted, calls follow the shape of the dose curve; as a rule, active = well fitted curve in the direction sought with a large enough effect; inconclusive = small, poorly fitted or top-dose-only effect, or another doubt; inactive = no such curve, though single readings can be large; an effect the other way counts as inactive or inconclusive. Not a hit list. About 16% of those tested had a hit in this group.

Screening CC1Cc2ccccc2N1Cc1cccc([N+](=O)[O-])c1 (stereo not given) returned Shiga toxin inh -8, AmpC inh no detg -34%, CHX counter 9, AMA1 RON2 block 10µM*, Giardia FBPA inh 6% and AmpC inh detg -2%.
For CCOc1ccccc1N1CCN(C(=S)NCc2ccc(Cl)cc2)CC1 the results were Shiga toxin inh -2, AmpC inh no detg 11%, CHX counter 5, AMA1 RON2 block -8%, HCMV inh -4, Giardia FBPA inh -8% and AmpC inh detg 1%.
For COc1ccc(NC(=O)C2CC(c3cc(OC)c(OC)c(OC)c3)=NO2)cc1OC (stereo not given) the results were Shiga toxin inh -16, AmpC inh no detg 65%[activator], CHX counter -5, AMA1 RON2 block -9%, HCMV inh 53, Giardia FBPA inh -24% and AmpC inh detg -2%.
For CCCCC(c1nnnn1CCOC)N1CCN(c2cccc(OC)c2)CC1 (stereo not given) the results were Shiga toxin inh 1, AmpC inh no detg 72%[activator], CHX counter -2, AMA1 RON2 block -2%, HCMV inh -19, Giardia FBPA inh -11% and AmpC inh detg inconclusive.
CCOC(=O)c1nnc(-c2ccccc2)[nH]c1=O was read as Shiga toxin inh 46, AmpC inh no detg -11%, CHX counter 13, AMA1 RON2 block 8%, HCMV inh -7, Giardia FBPA inh -3% and AmpC inh detg 5%.
`CC1CCN(CC(O)COCCC23CC4CC(CC(C4)C2)C3)CC1` (stereo not given) gave Shiga toxin inh -14, AmpC inh no detg 20%, CHX counter -3, AMA1 RON2 block 3%, HCMV inh -75*, Giardia FBPA inh 0% and AmpC inh detg -12%.
`Cc1oc(-c2ccccc2F)nc1CS(=O)CC(=O)N1CCC2(CC1)OCCO2` (stereo not given) gave Shiga toxin inh -16, AmpC inh no detg 0%, CHX counter -2, AMA1 RON2 block -15%, HCMV inh -31 and AmpC inh detg -2%.
O=C(c1cc(S(=O)(=O)N2CCOCC2)ccc1F)N1CCC2(CC1)OCCO2 was read as Shiga toxin inh -15, AmpC inh no detg 9%, CHX counter -7, AMA1 RON2 block 7%, HCMV inh -16, Giardia FBPA inh 4% and AmpC inh detg -13%.
Screening O=C(O)C1CCCCC1C(=O)Nc1ccccn1 (stereo not given) returned Shiga toxin inh 38, AmpC inh no detg -7%, CHX counter 10, AMA1 RON2 block 1%, HCMV inh -14, Giardia FBPA inh 4% and AmpC inh detg inconclusive.
`O=C(O)c1cc(O)ccc1-c1ccc(O)cc1` gave Shiga toxin inh -8, AmpC inh no detg -1%, CHX counter -2, AMA1 RON2 block 26%, HCMV inh 51, Giardia FBPA inh 3% and AmpC inh detg inconclusive.
Cc1cc(CNCc2c(C(=O)N3CCCCCCC3)nc3ccc(Cl)cn23)nn1C was read as Shiga toxin inh -6, AmpC inh no detg 32%, CHX counter -1, AMA1 RON2 block 8%, HCMV inh 2, Giardia FBPA inh 0% and AmpC inh detg 6%.
COC(=O)[C@]1(C)N[C@H](CN(C)S(=O)(=O)c2ccc(F)cc2)[C@@H]2C(=O)N(Cc3ccccc3)C(=O)[C@@H]21 was read as AmpC inh no detg 219%[activator], AMA1 RON2 block -5% and HCMV inh -11.
CCOC(=O)c1[nH]c2ccc(OC)cc2c1NC(=O)CN1CCc2ccccc2C1 was read as Shiga toxin inh -15, AmpC inh no detg 40%, CHX counter 1, AMA1 RON2 block 13%, HCMV inh inconclusive, Giardia FBPA inh -5% and AmpC inh detg inconclusive.
CCC(=O)NCCc1c[nH]c2ccccc12 was read as Shiga toxin inh -17, CHX counter 2, AMA1 RON2 block -10%, HCMV inh 72, Giardia FBPA inh 6% and AmpC inh detg 0%.
For Cc1cnc(C(=O)Nc2ccc(C(=O)N(C)C3CCCCC3)cc2)cn1 the results were Shiga toxin inh -13, AmpC inh no detg -5%, CHX counter -2, Giardia FBPA inh 7% and AmpC inh detg -12%.
COc1ccc(C2/C=C\CN(C(=O)C3CCCC3)[C@H](Cc3ccccc3)C(=O)N2Cc2ccc(F)cc2)cc1 (stereo not given in full) was read as Shiga toxin inh 5, AmpC inh no detg -12%, CHX counter 1, AMA1 RON2 block -13%, HCMV inh 9, Giardia FBPA inh -2% and AmpC inh detg 3%.
`CCOc1nc(OCC)nc(N2CCC(C)CC2)n1` gave Shiga toxin inh -7, AmpC inh no detg 20%, CHX counter 2, AMA1 RON2 block 15%, HCMV inh 16, Giardia FBPA inh 11% and AmpC inh detg 9%.
Screening Clc1ccc(Cl)c(OCc2cc(-c3ccccc3Cl)on2)c1 returned Shiga toxin inh 11, AmpC inh no detg -5%, CHX counter 5, AMA1 RON2 block 2%, HCMV inh 37, Giardia FBPA inh 2% and AmpC inh detg -9%.
Screening CCOc1ccc(CC(=O)NCc2cn3c(C)csc3n2)cc1 returned Shiga toxin inh -7, AmpC inh no detg -4%, CHX counter -2, AMA1 RON2 block 2%, HCMV inh -8, Giardia FBPA inh -2% and AmpC inh detg inconclusive.
For CC(C)(C)c1ccc(C2CC2C(=O)N/N=C\c2ccc[nH]2)cc1 (stereo not given) the results were Shiga toxin inh 48, AmpC inh no detg -40%, CHX counter 12*, AMA1 RON2 block -10%, HCMV inh -100*, Giardia FBPA inh -12% and AmpC inh detg 8%.
`COCCNS(=O)(=O)c1ccc2c(c1)C(=O)c1cc(S(=O)(=O)NCCOC)ccc1-2` gave Shiga toxin inh -6, AmpC inh no detg -2%, CHX counter -3, AMA1 RON2 block -9%, HCMV inh 1, Giardia FBPA inh 4% and AmpC inh detg inconclusive.
CCc1ccccc1N1C(=O)C2CC=CCC2C1=O (stereo not given) was read as Shiga toxin inh -17, AmpC inh no detg -11%, CHX counter -2, AMA1 RON2 block -1%, HCMV inh 25, Giardia FBPA inh -1% and AmpC inh detg -10%.
`CC(=O)c1c(C)n(-c2ccccc2)c2ccc(O)cc12` gave Shiga toxin inh -14, AmpC inh no detg -21%, CHX counter -6, AMA1 RON2 block 9%, HCMV inh -64*, Giardia FBPA inh -4% and AmpC inh detg inconclusive.
Screening COc1ccc(CC(=O)NNS(=O)(=O)c2cccc([N+](=O)[O-])c2)cc1OC returned Shiga toxin inh -13, AmpC inh no detg -5%, CHX counter -5, AMA1 RON2 block 1%, HCMV inh -30, Giardia FBPA inh 4% and AmpC inh detg 0%.
`C/C(N)=C(/C#N)C(=O)COC(=O)CNS(=O)(=O)c1ccc(C)cc1` gave Shiga toxin inh -4, AmpC inh no detg -7%, CHX counter -1, AMA1 RON2 block -3%, HCMV inh -80*, Giardia FBPA inh 5% and AmpC inh detg 1%.
Screening CC(C)(C)c1ccc(OC(=O)Nc2ccc(O)c(C(=O)O)c2)cc1 returned Shiga toxin inh 8, AmpC inh no detg -58%, CHX counter 1, AMA1 RON2 block -6%, HCMV inh -25, Giardia FBPA inh 3% and AmpC inh detg 4%.
For Cn1cccc1Cc1nnc(SCC(=O)NC2CCCC2)n1CCc1ccccc1 the results were Shiga toxin inh -2, AmpC inh no detg 75%[activator], CHX counter -3, AMA1 RON2 block 15%, HCMV inh 20, Giardia FBPA inh 2% and AmpC inh detg -13%.
CCSc1nnc(NC(=O)CSc2nnc(C)c(=O)n2N)s1 was read as Shiga toxin inh -2, AmpC inh no detg -17%, CHX counter 2, AMA1 RON2 block -1%, HCMV inh 16, Giardia FBPA inh -14% and AmpC inh detg -7%.
For Fc1ccc(-c2[nH]ncc2CN(CC2CCC2)CC2CCCO2)c(F)c1 (stereo not given) the results were Shiga toxin inh -4, AmpC inh no detg -13%, CHX counter -1, AMA1 RON2 block -5%, HCMV inh -39, Giardia FBPA inh -2% and AmpC inh detg -4%.
`Oc1nc(Nc2cccc(Cl)c2)sc1/C=C1\C=Nc2ccccc21` gave Shiga toxin inh -5, AmpC inh no detg inconclusive, CHX counter -2, AMA1 RON2 block -8%, HCMV inh -20, Giardia FBPA inh -1% and AmpC inh detg -8%.
Cc1cccc2c1-c1sc(C(=O)Nc3cccnc3)cc1CO2 was read as Shiga toxin inh 42*, AmpC inh no detg -11%, CHX counter 19*, AMA1 RON2 block -1%, HCMV inh inconclusive, Giardia FBPA inh -1% and AmpC inh detg inconclusive.
Screening COc1ccc(C(C(=O)NC(C)(C)C)N(CCc2ccc(OC)c(OC)c2)C(=O)CCC(=O)Nc2cc(C)on2)cc1 (stereo not given) returned Shiga toxin inh -10, AmpC inh no detg 28%, CHX counter -5, AMA1 RON2 block 13%, HCMV inh 7, Giardia FBPA inh 10% and AmpC inh detg 2%.
`CC1CCN(CC(=O)Nc2cc(C(F)(F)F)ccc2Cl)CC1` gave Shiga toxin inh -9, AmpC inh no detg -14%, CHX counter -6, AMA1 RON2 block 9%, HCMV inh inconclusive, Giardia FBPA inh -1% and AmpC inh detg inconclusive.
Screening COc1ccc(/C=N/NC(=O)CSc2n[nH]c(=O)[nH]c2=O)cc1 returned Shiga toxin inh -14, AmpC inh no detg -4%, CHX counter 0, AMA1 RON2 block 19%, HCMV inh 13, Giardia FBPA inh -8% and AmpC inh detg -6%.
Screening c1cnc2c(c1)ncc1cscc12 returned Shiga toxin inh 11, AmpC inh no detg -8%, CHX counter 8, AMA1 RON2 block 0%, HCMV inh -22, Giardia FBPA inh 2% and AmpC inh detg -2%.
`CCCn1nc(NC(=O)CC(C)C)c2cc3ccccc3nc21` gave Shiga toxin inh 28, AmpC inh no detg 19%, CHX counter -3, AMA1 RON2 block -2%, HCMV inh 71, Giardia FBPA inh 4% and AmpC inh detg -3%.
`NC(N)=NS(=O)(=O)c1ccc(NC(=S)NC(=O)Cc2ccc(Cl)cc2)cc1` gave Shiga toxin inh -1, AmpC inh no detg 10µM*, CHX counter -1, AMA1 RON2 block 3%, HCMV inh 116, Giardia FBPA inh -25% and AmpC inh detg inconclusive.
For O=C(Cc1cccc2ccccc12)Nc1c(F)cccc1F the results were Shiga toxin inh 58*, AmpC inh no detg -16%, CHX counter 18*, AMA1 RON2 block 4%, HCMV inh -14, Giardia FBPA inh 10% and AmpC inh detg 2%.
`O=C(CN1C(=O)CSC1=O)N1CCCC(Nc2ccc(F)cc2)C1` (stereo not given) gave Shiga toxin inh 0, AmpC inh no detg -2%, CHX counter -1, AMA1 RON2 block -1%, HCMV inh 13 and AmpC inh detg 2%.

Retrieved one by one from the list above, two records:
For CC(C)(C)c1ccc(C2CC2C(=O)N/N=C\c2ccc[nH]2)cc1 (stereo not given) the results were Shiga toxin inh 48, AmpC inh no detg -40%, CHX counter 12*, AMA1 RON2 block -10%, HCMV inh -100*, Giardia FBPA inh -12% and AmpC inh detg 8%.
Screening COc1ccc(CC(=O)NNS(=O)(=O)c2cccc([N+](=O)[O-])c2)cc1OC returned Shiga toxin inh -13, AmpC inh no detg -5%, CHX counter -5, AMA1 RON2 block 1%, HCMV inh -30, Giardia FBPA inh 4% and AmpC inh detg 0%.

Compound activity as filed in PubChem BioAssay.
